Screens (PubChem)
TDP1 cell noCPT: qHTS for Inhibitors of human tyrosyl-DNA phosphodiesterase 1 (TDP1): qHTS in cells in absence of CPT; DT40 Tdp1-/- hTDP1 cells, no CPT, ATP luminescence, 48 h; Potency, µM (doses to about 46.2 µM), for the others: top-dose activity change, negative = growth inhibition, actives largely listed as inhibitors; actives 15% (n = 420,000); AID 686978, 2013; note: nearly all actives have a fitted effect of over 55% in size
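Cells were dispensed at 400 per well, compounds added by pin tool, plates incubated ≥48 hr at 37 °C, then CellTiter-Glo added for 30 min at room temperature before luminescence reading. Line: DT40 Tdp1-/- complemented with hTDP1; camptothecin omitted.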
TDP1 block: blocks human tyrosyl-DNA phosphodiesterase 1; Potency, µM (top dose mostly 130 µM), inactives show top-dose activity change, negative = inhibition, most hits filed as inhibitors; recombinant TDP1, AlphaScreen DNA substrate cleavage; actives 0.28% (n = 350,000); AID 485290; Q9NUW8; note: nearly all actives have a fitted effect of over 40% in size
Target sequence (Q9NUW8 whole entry, looked up): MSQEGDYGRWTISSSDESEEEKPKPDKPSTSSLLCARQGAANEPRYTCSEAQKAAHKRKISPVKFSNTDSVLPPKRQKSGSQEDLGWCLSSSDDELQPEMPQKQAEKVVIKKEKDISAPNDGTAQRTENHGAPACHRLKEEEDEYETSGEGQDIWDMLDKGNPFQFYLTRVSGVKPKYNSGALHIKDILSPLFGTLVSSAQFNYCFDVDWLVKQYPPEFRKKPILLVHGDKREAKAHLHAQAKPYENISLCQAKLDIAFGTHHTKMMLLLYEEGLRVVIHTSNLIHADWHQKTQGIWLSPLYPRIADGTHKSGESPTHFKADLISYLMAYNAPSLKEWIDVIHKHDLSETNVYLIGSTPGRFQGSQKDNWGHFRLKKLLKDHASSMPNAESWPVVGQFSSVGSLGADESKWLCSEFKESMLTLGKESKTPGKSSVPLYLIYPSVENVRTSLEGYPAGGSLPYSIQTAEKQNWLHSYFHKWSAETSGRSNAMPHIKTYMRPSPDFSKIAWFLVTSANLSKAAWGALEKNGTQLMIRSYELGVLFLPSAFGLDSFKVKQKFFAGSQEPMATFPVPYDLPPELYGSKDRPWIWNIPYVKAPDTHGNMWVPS
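Here, a 5' biotin and 3' phosphotyrosine-FITC DNA oligonucleotide reports Tdp1 activity: intact substrate bridges AlphaScreen beads, while cleavage leaves a 3' phosphate and drops signal. All incubations at room temperature.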
DT40 TDP1 CPT: growth inhibition of DT40 Tdp1-/-;hTDP1 cells with camptothecin (screen for TDP1 inhibitors) | actives 12% (n = 420,000) | chicken DT40 Tdp1-/-;hTDP1 cells + 20 nM CPT, ATP luminescence, 48 h | AID 686979 | Potency, µM (titrated, usually from 46.2 µM), for the others: at the highest dose activity change, negative = growth inhibition, usual class: inhibitors; note: nearly all actives have a fitted effect of over 55% in size
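Cell growth measured by CellTiter-Glo luminescence after a minimum 48 h, 37 C compound exposure with 20 nM CPT in Tdp1-knockout DT40 cells stably expressing hTDP1, seeded 400/well; qHTS titration format.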
* hit, by the source's call; u = inconclusive; x = not tested or not shown; [ ] = remark or other dose. Calls come from the whole dose curve; as a rule, active = well fitted curve in the direction sought with a large enough effect; inconclusive = small, poorly fitted or top-dose-only effect, or another doubt; inactive = no such curve, though single readings can be large; an effect the other way counts as inactive or inconclusive. % is set by controls: 0 for no effect and ±100 for the full control effect; potency is the fitted concentration of half-maximal effect.

Order of values – TDP1 cell noCPT, TDP1 block, DT40 TDP1 CPT
O=C1CCc2cc(S(=O)(=O)Nc3ccccc3)cc3c2N1CC3
→ -4%, x, 8%
COc1ccccc1C(=O)N/C(=C\c1cn(C)c2ccccc12)C(=O)N1CCCC1
→ -10%, 5%, u
CCOc1ccc(NC(=O)CN(C)C(=O)c2cn(-c3ccc(C)cc3)nc2-c2cccc(OC)c2)cc1OCC
→ u, x, u
COc1ccc(NC(=O)c2ccco2)c(NC(=O)Cc2cccs2)c1
→ -14%, -3%, 0%
CCOc1ccc(/C(O)=C2/C(=O)C(=O)N(CC3CCCO3)C2c2cccs2)cc1 (configuration not stated)
→ u, 7%, -17%
O=C(Nc1ccc(Cc2ccncc2)cc1)c1ccc(S(=O)(=O)N2CCCC2)cc1
→ 10µM*, 3%, 13µM*
CC12CCC(=O)C=C1CCC1C2CCC2(C)C(c3csc(N)n3)CCC12 (configuration not stated)
→ 5.8µM*, x, 5.8µM*
c1ccc(C(c2ccccc2)c2noc(CN3CCC(c4ccncc4)CC3)n2)cc1
→ u, 0%, 21µM*
CCn1c(COc2ccccc2OC)nc2ccccc21
→ -8%, x, 1%
COc1cc2c(cc1OC)C(c1cc(Br)c(OC)c(OC)c1)CC(=O)N2 (configuration not stated)
→ u, 5%, u
CNC(=O)c1nn(-c2ccc(Cl)cc2)ccc1=O
→ -1%, 3%, 0%
COc1ccc(N2CCN(C3CC(=O)N(Cc4ccccc4)C3=O)CC2)cc1 (configuration not stated)
→ u, 5%, 24%
CC(=O)Nc1ccc(OCc2cccc3ccccc23)cc1
→ -3%, 4%, -14%
Cc1nc(-c2ccccc2)cc(N2CCCC2)n1
→ -15%, 0%, 0%
Cc1ccc(C(=O)OC(C)C(=O)c2cc(C)c(C)cc2C)o1 (configuration not stated)
→ -10%, 56µM*, u
O=[N+]([O-])c1ccc(N/N=C/c2ccc(O)c(O)c2O)c(S(=O)(=O)N2CCOCC2)c1
→ u, 8%, 4.1µM*
O=C(c1ccc(Br)cc1)c1cc(-c2ccccn2)c(N2CCOCC2)s1
→ u, u, u
CCOc1ccccc1NC(=O)COC(=O)Cc1ccsc1
→ -6%, -6%[56.1 µM], 0%
Cn1c(=O)c2c(ncn2CC(COCc2ccccc2Cl)OCc2ccccc2Cl)n(C)c1=O (configuration not stated)
→ u, 2%, 26µM*
COc1ccc(-n2cc(C(=O)c3ccc4ccccc4c3O)cn2)cc1
→ u, 1%, -30%

Single records, from the list above.
Entry for CCOc1ccccc1NC(=O)COC(=O)Cc1ccsc1 : TDP1 cell noCPT: -6%; TDP1 block: -6%[56.1 µM]; DT40 TDP1 CPT: 0%
Entry for O=C1CCc2cc(S(=O)(=O)Nc3ccccc3)cc3c2N1CC3 : TDP1 cell noCPT: -4%; TDP1 block: x; DT40 TDP1 CPT: 8%
Entry for COc1ccc(NC(=O)c2ccco2)c(NC(=O)Cc2cccs2)c1 : TDP1 cell noCPT: -14%; TDP1 block: -3%; DT40 TDP1 CPT: 0%

Going on with the list:
Order of values – TDP1 cell noCPT, TDP1 block, DT40 TDP1 CPT
CCOC(=O)c1cnc(-n2nc(C)cc2C)nc1N(CC)CC
→ 16µM*, 5%, 23µM*
CCN(CC)C(=O)C1CCCN(C(=O)c2cc(COc3cccc(OC)c3)on2)C1 (configuration not stated)
→ -27%, 3%, -17%
COc1ccc(CN2C(=O)C(C)Nc3ncnc(N4CCN(c5ccccc5)CC4)c32)cc1 (configuration not stated)
→ u, 6%, u
O=C(NCC1CCCCC1)C1(CC2CC(c3ccc(Cl)cc3)=NO2)CCNCC1 (configuration not stated)
→ 18µM*, x, 23µM*
CCc1ccc(N2CC(C(=O)OCC(=O)N(CC)c3c(N)n(Cc4ccccc4)c(=O)[nH]c3=O)CC2=O)cc1 (configuration not stated)
→ -4%, x, 4%
O=C(NC1CCCCC1)C(c1ccccc1)N1CCCC1 (configuration not stated)
→ -13%, 4%, 1%
N#CC1=C(N)Oc2cc(O)ccc2C1c1ccccc1 (configuration not stated)
→ u, 9%, -22%
Cc1ccc(N2C(=O)CSC2=S)cc1C
→ -12%, -1%, -24%
COc1ccc(N2CCN(S(=O)(=O)c3ccc4c(c3)CCCC4)CC2)c([N+](=O)[O-])c1
→ 23µM*, 8%, 16µM*
COc1cc(NC(=O)c2cccc3c2C(=O)N(C2CCCCC2)C3)cc(OC)c1
→ u, 0%, -6%
CCN(CC)S(=O)(=O)c1cc(NC(=O)CN2CCN(c3ccccn3)CC2)ccc1C
→ 23µM*, 6%, 13µM*
CCOc1ccc(NS(=O)(=O)c2ccc3[nH]cc(C(=O)NCc4ccco4)c(=O)c3c2)cc1
→ -27%, u, 0%
CC(=O)c1ccc(OCc2ccccc2)c(C)c1O
→ -28%, u, -28%
O=C(NCc1ccccc1)c1ccccc1-c1nc2ccccc2[nH]1
→ 1%, 1%, 4%
Cc1c(Cl)cccc1NC(=O)C(=O)NCCc1csc(-c2ccc(C(F)(F)F)cc2)n1
→ -25%, 5%, -3%
CC(=O)Nc1ccc(Nc2ccc(N3C(=O)CCCC3=O)cc2[N+](=O)[O-])cc1
→ -15%, 1%, -18%
CC(=O)Nc1ccc(Nc2c([N+](=O)[O-])cc(S(C)(=O)=O)cc2[N+](=O)[O-])cc1
→ u, -1%, u
Cc1c(Cl)cccc1NC(=O)c1ccc(OCC(=O)NCc2ccccc2)cc1
→ u, 1%, u
CCc1cccc2c(C(=O)CN3C(=O)N(C)C4(CCCCC4)C3=O)c[nH]c12
→ 8.2µM*, 0%, 3.3µM*
CC(=O)Nc1ccc(CNc2nc(NC(C)C)nc3cc(-c4ccccc4)sc23)cc1
→ 4.1µM*, x, 3.7µM*

A draw from above in order of SMILES length, falling.
Order of values – TDP1 cell noCPT, TDP1 block, DT40 TDP1 CPT
CC(=O)Nc1ccc(Nc2ccc(N3C(=O)CCCC3=O)cc2[N+](=O)[O-])cc1
→ -15%, 1%, -18%
N#CC1=C(N)Oc2cc(O)ccc2C1c1ccccc1 (configuration not stated)
→ u, 9%, -22%
CC(=O)c1ccc(OCc2ccccc2)c(C)c1O
→ -28%, u, -28%

Remaining list, next part:
Order of values – TDP1 cell noCPT, TDP1 block, DT40 TDP1 CPT
CCOC(=O)c1c[nH]c2c(Cl)c(Cl)ccc2c1=O
→ u, -2%, u
O=C(NCCCc1ccncc1)C1CCC(=O)N(Cc2cccc(F)c2)C1 (configuration not stated)
→ 14%, 6%, -18%
CCOc1ccc(N=Cc2c(C)[nH]n(-c3nc4ccccc4[nH]3)c2=O)cc1
→ 9.2µM*, 50µM*, 10µM*
COc1ccc(N2CCN(C(=O)COc3cccc4ccccc34)CC2)cc1
→ u, 11%, u
COc1ccc(N2CCN(C(=O)COc3ccccc3)CC2)cc1
→ -12%, -2%, -16%
N#Cc1nc(COc2ccc(-c3ccccc3)cc2)oc1NCc1cccnc1
→ 26µM*, 7%, 6.5µM*
O=C(NCCCn1ccnc1)c1nc(Cn2cc([N+](=O)[O-])cn2)no1
→ u, x, u
CCN(Cc1cccc(F)c1)C(=O)c1ccc2ccccc2n1
→ u, x, -29%
C[C@H](CO)N1C[C@H](C)[C@@H](CN(C)S(=O)(=O)c2cn(C)cn2)Oc2c(NC(=O)Nc3ccc(C(F)(F)F)cc3)cccc2C1=O
→ -86%, 2%, u
CCN(CC)CCOC(=O)c1ccc(N/C=C(/C#N)c2nc(-c3ccc4c(c3)OCO4)cs2)cc1
→ 5.2µM*, x, 3.7µM*
Cc1ccc(NC(=S)NCCc2ccc(F)cc2)c(C)c1
→ u, 5%, -9%
COC(=O)CNC(=O)CSc1nc2sc(-c3ccccc3)cc2c(=O)n1-c1ccccc1
→ -27%, x, u
CC1=Nc2cc(C(=O)NCCN3CCOCC3)ccc2Sc2c(C)ccc(C)c21
→ 13µM*, 2%, 16µM*
Oc1ccc(C[C@H]2CNC(=S)N2CC2CCCN2C[C@H](Cc2ccc(O)cc2)N2C[C@H](Cc3ccccc3)N(CCc3ccccc3)C2=S)cc1 (some centres not stated)
→ 21µM*, x, u
COc1ccc(-c2csc(NC(=O)C(CC(=O)O)N3CCOCC3)n2)cc1 (configuration not stated)
→ 3%, 4%, 2%
COc1ccc(/C=N/NC(=O)c2ccco2)cc1Cn1nc(C)c([N+](=O)[O-])c1C
→ 18µM*, 8%, u
C=C(C)[C@@H]1CC=C(C(=O)O)CC1
→ -1%, x, 3%
COC(=O)c1cccc(Nc2c(-c3ccc(O)cc3)nc3nc[nH]n23)c1
→ u, 4%, u
Cc1c(-n2c(SCC(C)C)nc3ccccc3c2=O)c(=O)n(-c2ccccc2)n1C
→ u, 0%, u
COc1ccc(S(=O)(=O)N2CCOc3ccccc32)cc1
→ 3.7µM*, x, 5.2µM*

Additional records follow.
Order of values – TDP1 cell noCPT, TDP1 block, DT40 TDP1 CPT
COC(=O)c1cc2occc2n1CC(=O)Nc1ccc(OC)c(OC)c1OC
→ 2%, -1%, -6%
COc1ccc(NC(=S)NCc2ccc3c(c2)OCO3)cc1
→ u, 4%, 5%
CCOC(=O)C1CCCN(c2cc(C)nc3c(-c4ccccc4OC)c(C)nn23)C1 (configuration not stated)
→ u, -2%, 13µM*
CCc1cc(=O)oc2cc(C)cc(OCC(=O)N3CCC(C(=O)NC(C)C)(c4ccccc4)CC3)c12
→ 21µM*, 3%, 23µM*
CCOc1ccc(NS(=O)(=O)c2ccc(NC(=S)NC(=O)CC(C)C)cc2)cc1
→ u, -1%, u
COc1nnc(-c2ccc(N3CCCCC3)c(NC(C)=O)c2)c2ccccc12
→ 18µM*, 1%, u
Nc1nonc1-n1nnc(C(=O)N/N=C/c2ccncc2)c1-c1ccccc1
→ -17%, 3%, -10%
Cc1cc(NC(=O)C2C3C(=O)N(CC4CCCO4)C(C(=O)NC(C)(C)C)C34C=CC2(C)O4)no1 (configuration not stated)
→ 21%, 1%, 0%
CC12CCC(=O)N1C(C(=O)Nc1cccc3ccccc13)CS2 (configuration not stated)
→ -7%, 3%, 6%
CCOC(=O)C1C(=O)CC(C)(O)C(C(=O)OCC)C1c1ccc(N(CC)CC)cc1 (configuration not stated)
→ u, -1%, -22%
CCOC(=O)[C@]12CCCC=C1N(CCc1ccc(OC)c(OC)c1)C(=O)[C@H](CC(=O)NCc1ccccc1)C2
→ 13µM*, x, 16µM*
CCN1CCN(c2cc(N3CCN(C(=O)c4ccco4)CC3)c3c4c(onc24)-c2ccccc2C3=O)CC1
→ 9.2µM*, 9%, 7.3µM*
C/C(=N\NC(=O)c1cc2c(s1)CCC(C)C2)c1ccncc1 (configuration not stated)
→ u, 8%, u
CC(C)CN(C(=O)COC(=O)C12CC3CC(CC(Cl)(C3)C1)C2)c1c(N)n(Cc2ccccc2)c(=O)[nH]c1=O
→ u, 1%, u
COc1ccc(C(=O)N/N=C/c2sc3ccccc3c2O)cc1
→ 3.7µM*, 11%, 2.6µM*
COc1ccccc1-n1cnc2cc(NCc3cccs3)ccc21
→ 0.92µM*, 10%, 0.73µM*
OC[C@@H]1CCCN1Cc1nc(-c2cccs2)no1
→ 23%, 4%, 5%
O=C(CSc1ccc2nnc(-c3ccncc3)n2n1)Nc1ccccc1F
→ -32%, 4%, 1%
O=C(Nc1ncn[nH]1)c1ccccc1O
→ -20%, 7%, 0%
O=C(CSCC(=O)c1ccccc1)Nc1ccccc1Cl
→ -3%, 5%, 9%

The listing continues.
Order of values – TDP1 cell noCPT, TDP1 block, DT40 TDP1 CPT
CCN1CCN(C(=O)c2cc(COc3ccc(F)c(F)c3)on2)[C@@H](C)C1=O
→ 21µM*, x, 15µM*
Cc1cc(/C=N/NC(N)=S)c(C)n1-c1cccc(Cl)c1
→ 16µM*, 8%, 13µM*
O=C1c2cccc3c([N+](=O)[O-])ccc(c23)C(=O)N1CCc1ccccn1
→ 5.2µM*, 5%, 13µM*
CCOc1ncccc1C(=O)NNC(=O)c1csc(N2CCOCC2)n1
→ u, 7%, 26µM*
CCOC(=O)C1=C(C)N(c2ccc(C)c(C)c2)C(=O)/C1=C\c1ccco1
→ u, 10%, -7%
Cc1c(C(=O)N(C)Cc2cscn2)sc2ncnc(NC[C@H]3CCc4ccccc4O3)c12
→ u, x, -19%[9.04 µM]
COc1cccc2c1cc1c(=O)n(CC(=O)NCCCN3CCCCC3)nc(C)n12
→ -4%, -2%, 15%
COc1ccccc1C(=O)OCc1ccc2sc(C)nc2c1
→ u, 0%, 8%
CN(C)S(=O)(=O)c1ccc(N2CCCC2)c(C(=O)Nc2nc3ccccc3s2)c1
→ u, 4%, u
COc1ccc(S(=O)(=O)N2CCCC2CNC(=O)C(=O)NCc2ccc3c(c2)OCO3)cc1 (configuration not stated)
→ u, -8%, -11%
O=C(NCc1ccc(F)cc1)c1ccc2c(c1)S(=O)(=O)c1ccccc1C2=O
→ u, x, -26%
COc1ccc(OCCCC(=O)Nc2ccc3c(c2)OCCO3)cc1
→ -17%, 3%, u
